TRHR ag – TRH receptor (human) agonism; P34981; TRHR cells, calcium flux fluo-8, FDSS agonist mode; activation, % at 2 µM; hit rate 0.18% among 360,000; also: 0% is about no effect
Target sequence (P34981 whole entry, looked up): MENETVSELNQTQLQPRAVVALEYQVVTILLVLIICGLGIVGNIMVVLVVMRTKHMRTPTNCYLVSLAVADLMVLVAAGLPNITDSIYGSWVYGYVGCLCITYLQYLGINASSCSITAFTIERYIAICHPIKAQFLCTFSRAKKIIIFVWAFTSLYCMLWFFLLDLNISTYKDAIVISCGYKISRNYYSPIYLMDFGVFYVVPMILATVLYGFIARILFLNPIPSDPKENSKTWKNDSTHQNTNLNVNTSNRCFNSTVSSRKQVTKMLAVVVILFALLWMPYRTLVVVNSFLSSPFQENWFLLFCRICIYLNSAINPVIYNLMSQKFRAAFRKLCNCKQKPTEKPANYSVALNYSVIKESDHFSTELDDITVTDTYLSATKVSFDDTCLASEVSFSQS
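TRHR-expressing cells loaded with fluo-8 calcium dye; 23 nL library compound pin-transferred, kinetic FDSS fluorescence (Ex 480/Em 530) recorded about 180 s for agonist-induced calcium release, before a 10 nM TRH EC20 addition for potentiator mode.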
D1 potentiator – human D1 dopamine receptor positive modulation | AID 504651 | potentiation, % at 10 µM | hit rate 0.036% among 360,000 | HEK293 TREx D1 cells, calcium flux, dopamine EC20 potentiation; in the data active = potentiation above about 30%; also: 0% is about no effect
Target sequence (P21728 whole entry, looked up): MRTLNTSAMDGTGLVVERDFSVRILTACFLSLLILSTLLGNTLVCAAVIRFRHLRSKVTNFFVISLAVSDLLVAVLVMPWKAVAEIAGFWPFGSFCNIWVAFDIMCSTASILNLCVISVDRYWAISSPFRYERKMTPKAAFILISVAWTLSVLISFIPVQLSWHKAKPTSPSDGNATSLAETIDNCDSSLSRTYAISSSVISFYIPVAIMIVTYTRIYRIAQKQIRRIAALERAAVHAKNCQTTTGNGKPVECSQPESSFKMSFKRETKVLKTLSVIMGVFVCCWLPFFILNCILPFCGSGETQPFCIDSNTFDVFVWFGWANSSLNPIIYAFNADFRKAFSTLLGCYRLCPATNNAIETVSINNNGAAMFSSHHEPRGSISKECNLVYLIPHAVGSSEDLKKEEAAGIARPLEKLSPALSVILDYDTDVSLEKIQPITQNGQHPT
D2 PAM – positive allosteric modulators of human D2 dopamine receptor; P14416; HEK293 T-REx D2, calcium flux, EC20 dopamine potentiation; potentiation, % at 10 µM; hit rate 0.34% among 340,000; AID 485347;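 active = potentiation over 3 SD above the plate norm, cut at about 30% in these data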; also: 0% is about no effect
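Potentiation of an EC20 dopamine calcium response is measured in a force-coupled, tetracycline-inducible Hek293 Trex D2 line. Compound-only kinetic reads over 180 s flag agonists before dopamine addition.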
TRHR PAM – allosteric enhancers of human TRH receptor; P34981; TRHR cells, fluo-8 calcium fluorescence, EC20 TRH enhancement; enhancement, % at 2 µM; hit rate 0.66% among 360,000; in the data active = enhancement above about 30%; also: 0% is about no effect
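TRHR-expressing cells loaded with fluo-8 calcium dye were read kinetically (ex 480/em 530) during compound addition, then stimulated with an EC20 of TRH (10 nM final). Enhancement of the Gq-mediated intracellular calcium response was scored.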
D1 agonist – activates the human D1 dopamine receptor; P21728; HEK293 T-REx D1 cells, calcium flux, agonist mode; activation, % at 2 µM; hit rate 1% among 360,000; AID 504660; also: 0% is about no effect
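Inducible HEK293 T-REx D1 cells, force-coupled to calcium signalling, were plated at 4000 cells/well with tetracycline and held overnight at 30 C. After no-wash calcium dye loading, compound-evoked calcium rise over 180 s flagged agonists.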
D1 antag – blocks dopamine activation of the human D1 receptor. AID 504652. HEK293 TREx D1 cells, calcium flux, dopamine EC80; active compounds read low. hit rate 3.2% among 360,000. P21728. activity change, negative = inhibition, % at 10 µM; in the data active = activity change below about -30%; also: % is scaled to controls: 0 for no effect and ±100 for the full control effect
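After overnight tetracycline induction at 30 C, force-coupled D1 HEK293 cells took up a no-wash calcium dye at room temperature. Compounds were added and monitored 180 s, and the response to EC80 dopamine was then recorded.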
D2 agonist – activates the human D2 dopamine receptor; P14416; HEK293 T-REx D2 cells, calcium flux agonist mode; activation, % at 2 µM; hit rate 0.53% among 340,000;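 active = activation over 3 SD above normal in the single-dose calcium agonist read, cut at about 30% in these data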; also: 0% is about no effect
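HEK293 Trex D2 cells, tetracycline-induced, o/n 30 C 5% CO2; no-wash Ca dye, RT 30–90 min; 10-cycle baseline, 23 nl cpd added, kinetic Ca read 180 s; agonist hits = positive Ca response.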
D2 antag – antagonizes the human D2 dopamine receptor | inhibition, % at 10 µM | hit rate 2% among 340,000 | HEK293 TREx D2 cells, calcium flux, dopamine EC80; in the data active = inhibition above about 30%; also: 0% is about no effect
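Dopamine at EC80 is the agonist stimulus; test compounds precede it by 180 s. Calcium flux read kinetically in a force-coupled, inducible HEK293 T-REx D2 cell line.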
RXFP1 antag – RXFP1 (human) relaxin receptor antagonism; hit rate 0.59% among 350,000; AID 1259400; Q9HBX9; HEK293-RXFP1, relaxin-stimulated cAMP HTRF, 30 min; active compounds read low; activity change, negative = inhibition, % at 57.5 µM;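 active = activity change of -60% or lower, but not beyond a set lower limit; inconclusive = change between -60% and -40%, or beyond the set limit; inactive = change above -40%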; also: % is scaled to controls: 0 for no effect and ±100 for the full control effect
An asterisk follows results filed as active; ? = inconclusive; nt = no result given. Rule as the data show it, unless noted: active = activation above about 30%; inactive = the rest.

SMILES	TRHR ag	D1 potentiator	D2 PAM	TRHR PAM	D1 agonist	D1 antag	D2 agonist	D2 antag	RXFP1 antag
Cc1cc(O)c(C(C)C)cc1NC(=O)Cn1nc(C)c2ccccc2c1=O	-0.6	5.7	2.7	1.1	3.3	-1.7	0.1	-9.4	5.3
Cc1ccc(S(=O)(=O)NCC(=O)OCC(=O)N2CCc3ccccc32)cc1	-0.9	-0.2	7.5	7.6	0.7	-2.5	4.3	4.1	-1.8
O=C1CCCCCC1C1(O)C(=O)Nc2ccccc21 (stereo not drawn)	0.7	-2.3	42.4*	4.2	1.4	8.3	0.7	-4.3	-1.8
O=C(NC1CCCC1)C(c1ccccc1)N(Cc1ccc(F)cc1)C(=O)c1csnn1 (stereo not drawn)	-0.1	-7.5	1.7	-3.0	3.1	-13.4	-0.3	-14.3	18.9
Cc1ccc(NC(=O)c2cccc(Cl)c2)nc1	-2.2	0.9	8.2	11.4	3.2	0.8	-0.2	-3.0	-1.9
Cc1ccc(NS(=O)(=O)c2cccc(C(=O)N3CCN(C(=O)c4ccco4)CC3)c2)cc1	-0.8	-2.4	nt	14.4	1.2	0.8	nt	nt	6.5
O=C(CCCCO)CCCCCCCC[C@H]1N[C@H](CO)[C@H](O)[C@@H]1O[C@@H]1O[C@H](CO)[C@@H](O)[C@H](O)[C@H]1O	0.2	-1.0	-1.5	2.3	1.3	0.0	0.3	3.9	nt
O=C(COC(=O)c1ccc(F)cc1F)Nc1cccnc1Cl	-0.3	-3.8	-8.0	1.2	2.1	-4.6	0.1	7.6	9.0
COCCn1c(SCC(=O)Nc2ccc(Br)cc2)nc2c([nH]c3ccccc32)c1=O	0.5	2.1	-6.2	-6.0	1.8	-1.6	0.3	nt	nt
COc1ccc([C@@H]2C[C@H]3CN(Cc4ccccc4OC)C(=O)[C@]34CCCN24)cc1C	0.2	-0.6	-2.4	-5.8	3.9	-17.9	0.2	-2.7	0.7
Cc1cc(NC(=O)CSc2ccc3c(c2)OCCO3)no1	-1.1	-0.8	1.8	-1.9	9.5	-6.1	0.1	5.0	-14.7
COc1ccccc1-c1noc(-c2ccccc2)n1	-2.0	4.2	-12.4	-1.7	-0.9	18.0	-1.3	-2.5	-5.4
CCOCC(=O)Nc1ccc([N+](=O)[O-])cc1OC	-0.7	0.8	3.8	13.6	-0.5	5.7	-0.2	-15.6	3.2
CC1CC(C)CN(CCOc2ccc(Br)cc2)C1 (stereo not drawn)	2.2	-4.2	-26.1	-9.7	0.6	-8.8	-1.0	-0.9	1.7
Cc1occc1-c1nnc(SCCNCCO)o1	0.5	0.3	7.1	5.1	1.2	5.2	0.4	1.3	-8.5
CC(=O)Nc1ccc(-c2csc(Nc3ccc(S(N)(=O)=O)cc3)n2)cc1	-0.3	-2.5	10.2	-2.2	1.2	14.5	1.8	-4.2	-15.5
O=C(N/N=C/c1cccc([N+](=O)[O-])c1)c1cc2ccccc2o1	0.4	3.7	-19.6	-1.5	0.2	7.9	-0.6	32.9*	-15.7
O=C(O)c1ccccc1-c1ccccc1C(=O)NCc1cccnc1	0.3	-6.2	-16.6	-0.7	0.6	7.1	-0.8	-12.6	1.7
Cc1ccc(Cl)cc1N1CCN(C(=O)CCS(=O)(=O)c2ccc3c(c2)oc(=O)n3C)CC1	0.2	-3.1	-10.2	-8.8	5.9	-8.2	0.2	nt	-8.6
CN1CCN(S(=O)(=O)c2ccc(Sc3nc4ccccc4[nH]3)c3nsnc23)CC1	-0.3	-1.1	-18.9	-4.5	-0.9	-9.5	0.3	4.6	3.1

Reprinted from the part before: 2 entries; new compounds follow.
SMILES	TRHR ag	D1 potentiator	D2 PAM	TRHR PAM	D1 agonist	D1 antag	D2 agonist	D2 antag	RXFP1 antag
Cc1ccc(Cl)cc1N1CCN(C(=O)CCS(=O)(=O)c2ccc3c(c2)oc(=O)n3C)CC1	0.2	-3.1	-10.2	-8.8	5.9	-8.2	0.2	nt	-8.6
CN1CCN(S(=O)(=O)c2ccc(Sc3nc4ccccc4[nH]3)c3nsnc23)CC1	-0.3	-1.1	-18.9	-4.5	-0.9	-9.5	0.3	4.6	3.1
Oc1ccccc1CNCc1ccccc1	1.4	-2.2	-4.9	-0.4	4.1	10.1	-0.6	5.8	7.1
Cc1ccc(NC(=O)CSCn2nnc3c(=O)[nH]c(Cc4ccc(F)cc4)nc32)c(C)c1	-1.1	0.4	6.9	4.0	3.4	-10.5	-1.1	nt	8.9
COc1ccc(/C=N/NC(=O)CCc2c(C)n[nH]c2C)cc1O	0.5	-0.7	2.7	-4.8	2.7	5.0	0.5	16.8	-8.0
COc1ccccc1OCC(=O)Nc1ccc(C(N)=O)cc1	0.8	-4.2	-1.6	2.2	1.3	10.2	-1.5	-20.2	2.1
COC(=O)CCC(=O)Nc1ccccc1C(N)=O	0.4	-0.3	-22.8	2.1	2.3	9.7	0.1	-5.7	11.5
Cc1c(C)n(Cc2ccccc2)c2ccc(C(=O)N3CCN(c4ccccc4)CC3)cc12	0.2	0.3	-8.1	-3.2	2.7	-5.7	nt	nt	-17.5
Cc1ccccc1-n1ncc2c1CC(C)(C)CC2NC(=O)CCn1cncn1 (stereo not drawn)	0.1	3.5	5.6	-7.9	0.5	8.4	0.5	0.4	0.7
COc1ccc(C2N=C(c3ccccc3)NO2)cc1OC (stereo not drawn)	0.4	-2.4	-3.8	2.5	1.5	2.9	0.8	3.4	7.1
C=CCn1nnnc1SCC(=O)Nc1ccc(C(=O)OC)cc1	-0.2	-1.1	-11.3	0.7	1.0	3.4	0.9	15.3	-4.9
COc1ccc2[nH]c(C(=O)N3CCCN(Cc4ccc(F)cc4)CC3)cc2c1	-0.4	-2.9	-21.2	2.9	1.1	-0.4	0.0	-9.5	-3.4
COc1ccccc1/C=C/c1nc(C#N)c(NCC(C)C)o1	-1.8	-1.9	-9.5	19.1	1.2	-6.5	-0.3	nt	-32.9
COc1cc(OC)c(NS(=O)(=O)c2ccc3oc(=O)c4ncn(C)c4c3c2)cc1Cl	-0.5	-1.3	-2.0	-8.7	-2.3	2.5	0.1	nt	?
O=C(N/N=C/c1cc2ccccc2[nH]1)c1ccccc1Cl	0.6	-2.4	1.5	-3.0	2.2	4.8	-0.2	-7.2	-17.5
CCOC(=O)N1CCN(C(=O)CN(c2ccc3c(c2)OCO3)S(C)(=O)=O)CC1	0.7	-1.9	4.1	8.5	3.5	-0.2	-0.7	9.0	6.6
CCOc1ccc(NC(=O)CN2C(=O)C(c3ccc(Cl)cc3)=NC2(C)C)cc1	0.0	-1.1	1.7	5.3	5.0	-9.2	0.3	nt	-16.6
COc1ccc(S(=O)(=O)N2CCOCC2)cc1NC(=O)C1COc2ccccc2O1 (stereo not drawn)	-0.4	4.5	19.7	1.5	8.8	0.2	-1.1	-1.4	11.1
CN1C(=O)/C(=N\OC(=O)c2cccc3ccccc23)c2ccccc21	-0.5	-0.5	11.6	-10.4	1.6	-4.3	4.6	-7.1	1.3
COc1ccc2cc(C(=O)NCc3ccc4c(c3)CCN4C(=O)c3ccc(C)cc3)[nH]c2c1	-0.4	0.6	0.3	-5.5	1.1	-26.2	-0.5	nt	0.3
O=C(NC1CCCC1)c1ccccc1-c1ccccc1	0.1	-8.4	-1.5	-6.3	7.1	12.5	0.2	-15.3	1.8
COCC(=O)Nc1cc([N+](=O)[O-])ccc1OC	0.1	-1.8	3.8	2.9	3.3	-4.3	0.4	16.4	-0.8
Cc1cc(S(=O)(=O)N2CCN(c3ccc(F)cc3)CC2)c(C)s1	-0.7	-2.6	12.8	2.3	0.5	24.9	-1.6	0.0	-3.5
CC(=O)[C@H]1[C@H](c2cccc(Cl)c2)C(C#N)(C#N)[C@@H]2c3ccccc3C=CN21	2.0	-3.9	10.3	-4.9	5.1	-2.9	1.2	-1.0	nt
CC(C)NC(=O)c1cnc(Sc2ncc(C(F)(F)F)cc2Cl)n1C	1.7	-2.4	-9.5	2.9	3.6	-2.9	-1.3	-0.3	-9.5
Cc1cc2c(cc1S(=O)(=O)Nc1cc(C(F)(F)F)cc(C(F)(F)F)c1)OCC(=O)N2	0.1	0.3	3.7	17.2	8.5	-20.4	0.2	nt	-4.3
CCC1(CC)NC(=O)N(CC(=O)NCc2ccc3c(c2)OCO3)C1=O	0.1	-1.8	8.9	2.3	-0.5	nt	-0.6	1.4	-4.0
CCOC(=O)C1(CCOc2ccccc2)CCN(Cc2ccc(OC)c(COC)c2)CC1	0.2	-4.1	nt	1.7	18.6	-12.9	nt	nt	-39.7
Cc1ccc(N2C(=O)N(CC(=O)Nc3ccccc3C(F)(F)F)C(=O)C2C)cc1 (stereo not drawn)	0.5	-8.0	-3.2	4.0	2.7	-4.2	-1.4	-7.9	-4.4
Cc1onc(-c2c(F)cccc2Cl)c1C(=O)Nc1ccc(S(=O)(=O)Nc2ncccn2)cc1	1.6	0.9	5.5	-2.2	1.7	3.5	0.9	3.1	nt
O=C(NC(=S)N1CCN(C2CCCCC2)CC1)c1ccccc1	-0.7	4.5	8.1	0.5	-0.9	-11.5	-0.9	-15.6	1.9
O=C(O)[C@@H](c1ccccc1)N1Cc2ccccc2C1=O	0.8	0.9	-8.0	3.1	4.4	10.0	1.1	0.6	5.6
Cc1coc2cc3oc(=O)c4c(c3cc12)CCCC4	0.1	-0.1	-7.9	-10.0	0.7	-45.3*	1.1	2.5	26.3
CC(=O)Nc1ccc(NC(=O)Cc2ccc(S(=O)(=O)N3CCCCC3)s2)cc1	0.2	-7.9	4.0	7.2	3.4	4.2	-0.6	11.7	-5.8
CCN(C(=O)CN1C(=O)c2ccc([N+](=O)[O-])cc2C1=O)C1CCCCC1	0.5	-5.4	-3.7	-1.6	-0.3	-7.1	-1.2	-6.3	-2.0
CC(=O)N1CCc2c(sc(NC(=O)Cc3ccccc3)c2C(N)=O)C1	0.3	4.2	-6.2	2.1	-0.9	2.7	0.1	25.5	nt
COc1cc(-c2cc(C(=O)Nc3ccccc3N3CCOCC3)c3ccccc3n2)cc(OC)c1OC	0.1	2.7	33.1*	4.4	2.9	-3.8	-0.4	-24.2	-4.4
CC(C)(C)NC(=O)/C=C/c1ccc(C(F)(F)F)cc1	0.0	-6.8	-4.3	-2.5	2.2	-16.5	-0.4	-0.1	-9.1
CN(Cc1ccccc1)C(=O)C1CCN(S(=O)(=O)c2cccc3nsnc23)CC1	-0.1	-0.8	-9.4	-3.2	11.8	-7.0	0.2	-24.5	4.9

4 entries already listed, arranged by length of the SMILES, rising.
SMILES	TRHR ag	D1 potentiator	D2 PAM	TRHR PAM	D1 agonist	D1 antag	D2 agonist	D2 antag	RXFP1 antag
O=C(NC(=S)N1CCN(C2CCCCC2)CC1)c1ccccc1	-0.7	4.5	8.1	0.5	-0.9	-11.5	-0.9	-15.6	1.9
Cc1cc(S(=O)(=O)N2CCN(c3ccc(F)cc3)CC2)c(C)s1	-0.7	-2.6	12.8	2.3	0.5	24.9	-1.6	0.0	-3.5
CCOC(=O)C1(CCOc2ccccc2)CCN(Cc2ccc(OC)c(COC)c2)CC1	0.2	-4.1	nt	1.7	18.6	-12.9	nt	nt	-39.7
Cc1cc2c(cc1S(=O)(=O)Nc1cc(C(F)(F)F)cc(C(F)(F)F)c1)OCC(=O)N2	0.1	0.3	3.7	17.2	8.5	-20.4	0.2	nt	-4.3

From PubChem BioAssay
